From PubChem BioAssay
Mcl1-Noxa inh = Mcl-1/Noxa interaction inhibition. Q07820. TR-FRET Mcl-1/Noxa peptide binding, 2 h. inhibition, % at 21.7 µM. 220,000 tested, 1.5% active;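 active means compounds that cut the protein-peptide binding signal by more than 50% relative to plate controls in a single-dose test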;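 further: His-tagged Mcl-1 with rhodamine Noxa BH3 peptide and terbium anti-His antibody; 0% = Mcl-1 plus Noxa peptide wells and 100% = peptide-only wells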
Target sequence (Q07820 whole entry, looked up): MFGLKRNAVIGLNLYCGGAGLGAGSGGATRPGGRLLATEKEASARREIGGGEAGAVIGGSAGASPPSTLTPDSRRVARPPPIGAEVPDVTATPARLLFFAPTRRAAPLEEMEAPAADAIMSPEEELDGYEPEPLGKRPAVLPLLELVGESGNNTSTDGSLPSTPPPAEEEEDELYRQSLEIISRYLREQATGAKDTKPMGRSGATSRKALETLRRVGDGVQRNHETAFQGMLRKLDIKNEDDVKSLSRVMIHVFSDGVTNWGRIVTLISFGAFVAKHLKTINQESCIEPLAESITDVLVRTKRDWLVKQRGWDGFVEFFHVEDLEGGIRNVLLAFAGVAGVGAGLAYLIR
Rab7 wt GTP bind = alters GTP binding to wildtype dog Rab7; GST-Rab7 beads, fluorescent GTP binding, flow cytometry; actives lie on both sides; untreated = 100%, excess cold GTP = 0%; 190,000 tested, 0.055% active; GTP binding activity (percent of control), % at 10 µM;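 active means fluorescent GTP binding to Rab7 beads changed by at least 20 points from the 100% baseline, either direction, mostly lower; inconclusive means compound itself probably fluorescent, or too few beads counted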;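 further: median green fluorescence of bound Bodipy-FL-GTP per Rab7 bead population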
Rac1 wt modul = modulators of human Rac1 wildtype GTP binding; P63000; GTP binding activity (% of control), % at 10 µM; GST-Rac1 beads, fluorescent GTP binding, flow cytometry; actives lie on both sides; 0 = cold GTP competed, 100 = untreated; 190,000 tested, 0.27% active;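 active means GTP binding activity at least 20 points away from the 100% control level, either lower or higher; inconclusive means compound flagged as likely green fluorescent, judged across all proteins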
Cdc42 wt = human Cdc42 wildtype GTP binding change, either direction; P60953; GST-Cdc42 beads, Bodipy-GTP binding, flow cytometry; actives lie on both sides; percent activity (GTP binding), % at 10 µM; 190,000 tested, 0.2% active;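 active means percent activity GTP binding at least 20 points away from the 100% baseline, either down as inhibitor or up as activator; inconclusive means compound flagged as likely green fluorescent from well-wide comparison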;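 further: median bead fluorescence of bound Bodipy-FL-GTP at 100 nM; 0% = excess unlabeled GTP control and 100% = no compound control; below 100% means less GTP binding so inhibitor and above means activator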
Target sequence (P60953 whole entry, looked up): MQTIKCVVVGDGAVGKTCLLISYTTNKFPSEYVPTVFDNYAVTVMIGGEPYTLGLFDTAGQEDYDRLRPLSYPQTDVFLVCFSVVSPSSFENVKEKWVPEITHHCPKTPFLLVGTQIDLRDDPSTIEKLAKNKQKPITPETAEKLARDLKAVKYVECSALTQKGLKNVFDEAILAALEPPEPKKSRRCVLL
Rab2 wt GTP = changes GTP binding to wildtype dog Rab2A, up or down | 190,000 tested, 0.19% active | GTP binding activity, % at 10 µM | P61105 | AID 760 | GST-Rab2 wt beads, Bodipy-GTP binding, flow cytometry;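 active means GTP binding activity at least 20 points away from 100%, either lowered or raised; inconclusive means signal likely due to the compound's own green fluorescence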;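 further: 0% = beads with excess unlabeled GTP and 100% = no-compound control corrected for plate trend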
ABCG2 inh = human ABCG2 inhibition, ABCB1 as counter-screen. Q9UNQ0. IgMXP3 cells, JC-1 efflux, flow cytometry. inhibition, % at 6.6 µM. 190,000 tested, 0.1% active. AID 1325;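 active means inhibition above 80%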;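 further: 0% = DMSO and 100% = nicardipine control wells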
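Assay system – ABCG2 IgMXP3 and barcoded ABCB1 CCRF-Adr cell mix · Input – 3 million cells/mL in well · Reagent – JC-1 fluorescent substrate · Compound – single test compound dose, 6.6 µM final · Timing – 10 min exposure at 25 °C with rotation, no wash · Detection – flow cytometry of retained JC-1 fluorescence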
Rac1 mut GTP = modulators of GTP binding to human Rac1 activated mutant; P63000; AID 764; GST-Rac1 activated beads, fluorescent GTP binding, flow cytometry; actives lie on both sides; 100% means binding = to untreated wells; percent activity (GTP binding), % at 10 µM; 190,000 tested, 0.11% active;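 active means GTP binding at least 20 percentage points away from the 100% baseline, in either direction, so actives lie on both sides; inconclusive means Compound likely fluorescent itself, or too few beads counted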
Pf gamet viab = inhibitors of late stage P. falciparum gametocyte viability; inhibition, % at 10.9 µM; AID 743093; 150,000 tested, 0.065% active; P. falciparum stage V gametocytes, ATP luminescence, 24 h;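 active means inhibition above the mean plus 3 SD of compounds within the control limits, set per campaign, cut at about 38% in these data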;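 further: 0% = DMSO wells and 100% = medium only without gametocytes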
HRas wt GTP bind = changes GTP binding to wildtype human HRas | P01112 | AID 759 | 190,000 tested, 0.14% active | GTP binding activity, % at 10 µM | GST-Ras wt beads, Bodipy-FL-GTP binding, flow cytometry; actives lie on both sides;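 active means GTP binding activity at least 20% away from the 100% baseline, either lowered as inhibitor or raised as activator; inconclusive means flagged as likely green fluorescent, judged across all proteins in the well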;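 further: 0% = unlabeled GTP competition control and 100% = no-compound control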
Target sequence (P01112 whole entry, looked up): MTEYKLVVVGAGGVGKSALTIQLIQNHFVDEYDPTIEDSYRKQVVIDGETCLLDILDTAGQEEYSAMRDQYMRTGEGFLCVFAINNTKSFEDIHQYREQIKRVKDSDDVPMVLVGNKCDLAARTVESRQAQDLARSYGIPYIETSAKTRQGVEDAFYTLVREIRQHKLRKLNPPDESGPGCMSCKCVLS
Avidin bead fluor = compound fluoresces at 488/530 nm on avidin beads; compound fluorescence 488/530 nm, flow cytometry; hits give high values; fluorescence (KMESF) at 10 µM; 220,000 tested, 0.38% active; in the data active means fluorescence above about 47; further: inactives centre near 10
ABCB1 block = blocks JC-1 efflux by human ABCB1 transporter. P08183. CCRF-Adr cells, flow cytometry. inhibition, % at 6.6 µM. 190,000 tested, 0.067% active; in the data active means inhibition above about 40%;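 further: 0% = vehicle and 100% = reference inhibitor; higher value means more JC-1 retained so stronger ABCB1 efflux block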
Active calls of the source: *; ? = inconclusive; . = no result given.

SMILES | Mcl1-Noxa inh | Rab7 wt GTP bind | Rac1 wt modul | Cdc42 wt | Rab2 wt GTP | ABCG2 inh | Rac1 mut GTP | Pf gamet viab | HRas wt GTP bind | Avidin bead fluor | ABCB1 block
COc1cccc(NC(=O)c2ccc(CN3CCOCC3)cc2)c1 | 18 | 104 | 107 | 107 | 103 | 1 | 102 | . | 106 | 13 | 0.0
COc1ccc(C(C)=O)cc1CSCC(=O)O | 4 | 98 | 103 | 99 | 98 | 1 | 96 | 19 | 97 | 13 | 0.0
COc1ccc(C(=O)N/N=C(/C)c2cccc(NC(=O)C(F)(F)F)c2)cc1 | 22 | 102 | 103 | 104 | 98 | 12 | 102 | -6 | 102 | 5 | 0.5
CCN1C(=O)c2cccc3c(NS(=O)(=O)c4ccc(NC(C)=O)cc4)ccc1c23 | -15 | 102 | 106 | 98 | 100 | 0 | 100 | 0 | 98 | 10 | 0.0
CCOc1ccc2nc(SCc3ccccc3C#N)sc2c1 | -7 | 98 | 103 | 102 | 98 | 16 | 98 | . | 100 | 15 | 1.3
COc1cc(/C=C/C(=O)Nc2ccc3nc4n(c(=O)c3c2)CCCC4)cc(OC)c1OC | 19 | ? | ? | ? | ? | -3 | ? | 5 | ? | 6 | -1.5
CCCOC1CCCN(Cc2cn(C)nc2-c2ccccc2F)C1 (stereo unspecified) | 9 | 96 | 97 | 100 | 96 | -3 | 96 | -15 | 97 | 11 | -2.9
COCCNc1nc(-c2cc(C)c(C)cc2C)cs1 | 0 | 93 | 96 | 97 | 94 | 9 | 94 | 23 | 94 | 10 | 1.0
CC1CCN(c2nc(-c3ccc(F)cc3)cc(C(F)(F)F)n2)CC1 | -6 | 100 | 107 | 101 | 99 | -3 | 99 | 3 | 101 | 9 | -2.9
COc1cc(NC(=O)/C=C/c2ccccc2[N+](=O)[O-])cc(OC)c1 | 14 | 98 | 102 | 104 | 98 | 3 | 101 | 13 | 98 | 13 | 0.2
CCOc1ccc(C(=O)Nc2sc3c(c2C(=O)OC)CC(C)(C)NC3(C)C)cc1 | 12 | 104 | 98 | 98 | 100 | 1 | 98 | . | 98 | 6 | 1.9
CCOC(=O)N1CCN(C(=O)c2cccc(OC)c2O)CC1 | 6 | 99 | 100 | 98 | 100 | 1 | 96 | 20 | 99 | 9 | 0.1
COc1ccc(Nc2ccccc2C(=O)O)cc1 | 20 | ? | ? | ? | ? | 3 | ? | 12 | ? | 5 | 1.2
CC(C)COP(=O)(CNC(=O)CN1C(=O)c2ccccc2S1(=O)=O)OCC(C)C | 11 | 92 | 101 | 98 | 98 | 14 | 96 | . | 97 | 11 | 3.0
Cc1ccc(N(C(=O)c2cccs2)C2C=CS(=O)(=O)C2)cc1 (stereo unspecified) | 8 | 102 | 104 | 99 | 102 | 1 | 97 | . | 100 | 7 | 0.5
CCOC(=O)C1=C(C)NC(=O)NC1c1cccc(O)c1 (stereo unspecified) | 5 | 100 | 96 | 100 | 97 | 4 | 96 | -20 | 98 | 11 | 0.6
CCOC(=O)Nc1ccc(S(=O)(=O)Nc2nccc(C)n2)cc1 | -4 | 103 | 108 | 105 | 100 | 7 | 100 | -7 | 103 | 33 | 0.1
S=c1[nH]cnc2sc(-c3ccccc3)cc12 | 29 | 101 | 96 | 99 | 94 | -2 | 98 | 7 | 95 | 11 | -1.1
O=C(NCC1CCCN(Cc2cccc(C(F)(F)F)c2)C1)c1ccc(F)cc1 (stereo unspecified) | -9 | 95 | 95 | 98 | 97 | 3 | 96 | 6 | 95 | 8 | 1.0
O=C(COC(=O)c1cnccn1)NCc1ccc(Cl)cc1 | 3 | 96 | 90 | 91 | 95 | 8 | 93 | 24 | 93 | 9 | -0.3
CN1C(=S)SC(N2OC3C(=O)N(c4ccccc4)C(=O)C3C2c2ccccc2)C1(C)C (stereo unspecified) | 16 | 104 | 105 | 103 | 98 | 0 | 101 | -14 | 99 | 18 | 0.4
CNc1ccccc1C(C)(C)c1cc(-c2cccc([N+](=O)[O-])c2)no1 | 1 | 102 | 100 | 98 | 97 | 12 | 97 | 8 | 99 | 12 | 5.5
COc1ccc(N(CC(=O)Nc2cc(Cl)ccc2OC)S(=O)(=O)c2c(C)noc2C)cc1 | 21 | 100 | 104 | 101 | 101 | 54 | 100 | -15 | 101 | 11 | 15
COc1ccc(/C=C2\SC(=O)N=C2N)cc1 | 9 | 98 | 100 | 97 | 99 | 10 | 99 | -26 | 101 | 13 | -0.7
CCn1c(CCNC(=O)c2ccccc2Cl)n[nH]c1=S | 23 | 98 | 97 | 102 | 99 | 3 | 96 | . | 100 | 34 | 0.5

Brought forward from above: 2 entries, then new ones.
SMILES | Mcl1-Noxa inh | Rab7 wt GTP bind | Rac1 wt modul | Cdc42 wt | Rab2 wt GTP | ABCG2 inh | Rac1 mut GTP | Pf gamet viab | HRas wt GTP bind | Avidin bead fluor | ABCB1 block
COc1ccc(/C=C2\SC(=O)N=C2N)cc1 | 9 | 98 | 100 | 97 | 99 | 10 | 99 | -26 | 101 | 13 | -0.7
CCn1c(CCNC(=O)c2ccccc2Cl)n[nH]c1=S | 23 | 98 | 97 | 102 | 99 | 3 | 96 | . | 100 | 34 | 0.5
Cc1ccc(SCC(=O)NC(=O)NCc2ccco2)c(C)c1 | 28 | 101 | 106 | 104 | 103 | 2 | 102 | -23 | 103 | 10 | 0.4
O=[N+]([O-])c1ccc(N2CCN(S(=O)(=O)c3ccccc3)CC2)c2cccnc12 | -2 | 97 | 98 | 94 | 99 | 15 | 94 | . | 96 | 13 | 3.0
CCOc1ccc(CCNC(=O)COC(=O)Cn2cnc3ccccc3c2=O)cc1OCC | 11 | 97 | 94 | 88 | 94 | 19 | 93 | 7 | 92 | 11 | 2.7
CCOC(=O)/C(C#N)=C\C1=C(N2CCOCC2)CC(C)(C)OC1 | 5 | 106 | 101 | 97 | 98 | -1 | 94 | 7 | 101 | 22 | -0.2
CNC(=O)COc1ccc(C=O)cc1OC | 2 | 98 | 103 | 98 | 100 | 5 | 101 | . | 100 | 7 | 0.4
COc1ccc(OC)c(C(c2nnnn2Cc2ccccc2)N2CCC(C(N)=O)CC2)c1 (stereo unspecified) | 9 | 91 | 98 | 100 | 97 | 1 | 96 | -42 | 96 | 9 | 0.5
CN(C)CCCN(C(=O)c1ccco1)c1nc2ccc(F)cc2s1 | 27 | 107 | 101 | 98 | 95 | 12 | 95 | -4 | 98 | 12 | 1.5
CCC(=O)c1cc2c(C)cc(=O)oc2c(C)c1OC(C)=O | 14 | 100 | 101 | 96 | 95 | 14 | 99 | 2 | 98 | 6 | 1.0
CC(C)Cn1c(-c2ccc(Br)o2)n[nH]c1=S | 32 | 96 | 95 | 98 | 96 | -2 | 96 | -3 | 95 | 0 | -0.7
O=C(COc1ccc2c(-c3ccccc3)cc(=O)oc2c1)NCc1cccs1 | 14 | 96 | 98 | 96 | 92 | 32 | 92 | . | 95 | 24 | -0.1
Cc1cc(C)c(/C([O-])=C(/C(=S)Nc2ccc(SC(F)F)cc2)[n+]2ccccc2)cc1C | 0 | ? | ? | ? | ? | 0 | ? | 13 | ? | 7 | 2.7
COc1cccc(-n2nnnc2SCC(=O)Nc2ccc3c(c2)OCCO3)c1 | -35 | 98 | 101 | 98 | 100 | 0 | 97 | -23 | 99 | 11 | 1.0
COCCNC(=O)c1ccc(CN2CCc3ccccc3C2)cc1 | -3 | 98 | 103 | 99 | 99 | -5 | 99 | . | 97 | 8 | -0.2
C/C(=N\NC(=O)c1cc2ccccc2cc1O)c1ccc2c(c1)OCO2 | 14 | 102 | 103 | 103 | 100 | -2 | 93 | . | 100 | 15 | -0.8
CCCCC(=O)Nc1ccc(Br)cc1C(=O)O | 28 | 95 | 98 | 97 | 95 | 2 | 94 | -4 | 95 | 7 | 0.8
CCCCCCCc1nc2c(=O)n(C)c3ccccc3c2o1 | 9 | 102 | 104 | 98 | 95 | 35 | 96 | -22 | 101 | 12 | 0.9
O=C(CCC(=O)Nc1ccccc1)NCCO | -9 | 99 | 105 | 103 | 100 | 0 | 100 | . | 104 | 23 | 0.0
O=C(NNC(=S)NCc1ccccc1)c1ccc(Br)o1 | -10 | 102 | 89 | 85 | 89 | 13 | 83 | . | 91 | 12 | 0.9
COc1ccc(CN2CC(C(=O)NCCc3ccccc3)CC2=O)cc1 (stereo unspecified) | 8 | 97 | 98 | 98 | 95 | 0 | 95 | -29 | 98 | 34 | 0.2
CCOC(=O)N1CCN(c2c(N3CCc4ccccc43)c(=O)c2=O)CC1 | 16 | ? | ? | ? | ? | 0 | ? | . | ? | 8 | -0.9
Cc1cc(C)cc(N(CC(=O)N2CCN(Cc3ccccc3)CC2)S(=O)(=O)c2c(C)noc2C)c1 | -1 | 98 | 105 | 101 | 98 | 0 | 99 | . | 102 | 6 | 1.1
COc1cc2c(=O)n(Cc3ccccc3)c(=O)n(CC(=O)NCc3ccco3)c2cc1OC | -57 | 98 | 104 | 102 | 104 | 2 | 103 | . | 104 | 33 | 0.7
COc1cccc(N(C(=O)Cn2nnc(-c3ccc(Cl)cc3)n2)C(C(=O)NCC2CCCO2)c2ccc(C)cc2)c1 (stereo unspecified) | -12 | 103 | 101 | 100 | 100 | 3 | 99 | -19 | 99 | 11 | 1.4
CCn1cc(C(=O)N2CCCC2)c(=O)c2cc(S(=O)(=O)N3CCOCC3)ccc21 | 1 | 102 | 99 | 97 | 100 | -1 | 97 | -1 | 99 | 14 | -0.2
CC(=O)Nc1cccc(-c2nnc3n2CC(C)S3)c1 (stereo unspecified) | -1 | 95 | 102 | 98 | 97 | 5 | 96 | 2 | 98 | 15 | -0.1
O=C(CC(c1ccccc1)c1ccccc1)Nc1ncn[nH]1 | -17 | 95 | 103 | 105 | 100 | 3 | 100 | . | 101 | 16 | 0.4
OC(c1cccc(OCc2ccccc2)c1)c1nnc(-c2ccccc2)o1 (stereo unspecified) | 6 | 98 | 103 | 100 | 97 | 13 | 95 | . | 97 | 14 | 0.9
CC(Nc1ccccc1CO)C(=O)Nc1cccc(Cl)c1Cl (stereo unspecified) | 16 | 95 | 99 | 98 | 96 | 6 | 96 | . | 96 | 12 | 1.7
COc1ccc(NC(=O)c2sc3nc(C)nc(N4CCOCC4)c3c2C)c(OC)c1 | -4 | 103 | 105 | 104 | 105 | 5 | 101 | -17 | 105 | 12 | 1.5
CCOC(=O)c1nnsc1NC(C)=O | 24 | 98 | 106 | 103 | 100 | 0 | 101 | . | 102 | 4 | -0.1
